# High-throughput results (PubChem BioAssay)
# A549 viability: kills or reduces viability of A549 cells in Nrf2 counter-screen | A549 ARE-Fluc cells, CellTiter-Fluor viability, 18-24 h | 390,000 compounds, 0.16% hits | Potency, µM (titrated, usually from 46 µM), inactives show at the top dose activity change, negative = cytotoxicity, hits mostly inhibitors; also: potency is read from the fitted curve at half-maximal effect; % is scaled to controls: 0 for no effect and ±100 for the full control effect
#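 A549 ARE-Fluc cells in 5% FBS OPTI-MEM, 5000 cells/well, rested 2 h then exposed to compounds in concentration-response for 18-24 h at 37 °C. Viability by CellTiter-Fluor fluorescence (Ex 405/Em 525) after 30 min; luciferase luminescence (BugLite, 15 min, RT) read afterwards.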
# TGFb SMAD3 inh: TGF-b pathway inhibition; HepG2 CAGA-GFP TGF-b/SMAD3 reporter, GFP fluorescence, 18 h; TGF-beta stimulated, 500 pg/mL final; Potency, µM (highest dose often 46.1 µM), for inactives: at the top dose activity, negative = inhibition, usual class: inhibitors; 410,000 compounds, 1.2% hits; AID 588855; also: potency is read from the fitted curve at half-maximal effect; % is scaled to controls: 0 for no effect and ±100 for the full control effect; nearly all actives have a fitted effect of over 65% in size
#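 GFP signal (ex488/em500-530) from TGF-beta-stimulated HEPG2 CAGA-GFP cells, 500 pg/mL final, 18 h at 37 degrees C in DMEM plus 1% FBS, normalized to unstimulated and DMSO-stimulated controls.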
# Nrf2 block: Nrf2 pathway inhibition | A549 ARE-Fluc reporter, luciferase luminescence, 18-24 h | Potency, µM (doses to about 46 µM), for the others: at the highest dose activity change, negative = inhibition, hits mostly inhibitors | 360,000 compounds, 2.1% hits | AID 504444; also: potency is read from the fitted curve at half-maximal effect; % is scaled to controls: 0 for no effect and ±100 for the full control effect; nearly all actives have a fitted effect of over 60% in size
#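 Cells were seeded and rested 2 h, then exposed to compounds for 18-24 h. CellTiter-Fluor was read first as a viability measure. BugLite was added 15 min before the final luminescent read of ARE-luciferase activity in A549 cells.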
# IL1B secr inh: inflammasome signaling inhibition, IL-1 beta readout; THP-1 LPS/ATP IL-1B secretion, AlphaLISA, 16 h; hits give low values; activity change, % at 57.5 µM; 360,000 compounds, 4.7% hits; in the data active = activity change below about -50%; inconclusive = mostly about -30% to -49%; also: % is scaled to controls: 0 for no effect and ±100 for the full control effect
#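 Secreted IL-1B measured by AlphaLISA bead assay after 16 h compound exposure of THP-1 cells; compounds (final up to 57.5 uM) added 1 h before LPS (250 ng/mL) and ATP (1.25 mM) stimulation; lower signal means less secretion.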
# Nrf2 ARE act: Nrf2 pathway activation; Potency, µM (top dose mostly 46.1 µM), for the others: top-dose activation, actives largely listed as activators; AREc32 ARE-luciferase reporter (MCF7-derived line), luminescence, 24 h; 410,000 compounds, 0.31% hits; also: potency is read from the fitted curve at half-maximal effect; % of control where 0% means no effect; nearly all actives have a fitted effect of over 65% in size
#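 AREc32_Fluc, 1000 cells/well, OPTI-MEM + 5% FBS, o/n 37 deg C 5% CO2; 23 nL cpd by pin tool, 24 hr; Steady-Glo 30 min RT, luminescence.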
# S2 tox: cell viability loss in ATXN counter-screen | S2 cells (HEK-293 line with an ATXN2-luciferase reporter) viability, CellTiter-Fluor protease fluorescence, 24 h | Potency, µM (top dose mostly 56.7 µM), most hits filed as cytotoxic | 400,000 compounds, 0.49% hits; also: potency is read from the fitted curve at half-maximal effect; nearly all actives have a fitted effect of over 40% in size
# HepG2 tox: kills HepG2 cells in TGF-b inhibitor counter-screen. AID 588856. 410,000 compounds, 0.76% hits. HepG2 CAGA-GFP viability, ATP luminescence, 18 h. Potency, µM (doses to about 46.1 µM), without a hit: top-dose activity change, negative = cytotoxicity, hits mostly cytotoxic; also: potency is read from the fitted curve at half-maximal effect; some results filed as inactive show a strong effect at the top dose
#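 CellTiter-Glo luminescence gave cytotoxicity after 18 hours at 37 degrees C. The cells were HepG2 CAGA-GFP in 1% FBS DMEM, stimulated with 500 pg/mL TGF-beta after compound addition. %Activity was normalised to no-cell wells (complete cell-killing) and DMSO (no toxicity), and curves were fitted and classified.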
# MCF10A rereplic: DNA re-replication induction in MCF 10a cells; MCF 10A DNA re-replication, Hoechst nuclear intensity, 48 h; Potency, µM (highest dose often 46.1 µM), without a hit: at the highest dose activity, positive = re-replication, actives largely listed as activators; 350,000 compounds, 2.9% hits; AID 624296; also: potency is read from the fitted curve at half-maximal effect; % of control where 0% means no effect; nearly all actives have a fitted effect of over 50% in size
# ATXN2 expr inh: ATXN2 expression inhibition. AID 1745845. 360,000 compounds, 0.72% hits. HEK-293 ATXN2-luciferase reporter, luminescence, 24 h. Potency, µM (highest dose often 57 µM), inactives show at the highest dose activity change, negative = inhibition, hits mostly inhibitors; also: potency is read from the fitted curve at half-maximal effect; % is scaled to controls: 0 for no effect and ±100 for the full control effect; nearly all actives have a fitted effect of over 55% in size
#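 qHTS (up to 57 uM final) was run with 24 h compound exposure of reporter cells at 37 °C. Each well was multiplexed: SteadyGlo luminescence measured ATXN2-luciferase expression after a fluorogenic Gly-Phe-AFC viability readout (25 uM final).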
# Starred values were filed as active, the others as inactive; i = inactive; ? = inconclusive; / = not tested or not shown; & = joins results of further samples; [ ] = another dose, or the depositor's remark. Unless noted, calls follow the shape of the dose curve; as a rule, active = well fitted curve in the direction sought with a large enough effect; inconclusive = small, poorly fitted or top-dose-only effect, or another doubt; inactive = no such curve, though single readings can be large; an effect the other way counts as inactive or inconclusive.
SMILES,A549 viability,TGFb SMAD3 inh,Nrf2 block,IL1B secr inh,Nrf2 ARE act,S2 tox,HepG2 tox,MCF10A rereplic,ATXN2 expr inh
Cc1ccccc1NC(=S)NC(C)C(c1ccccc1)N1CCN(C)CC1 (stereo unspecified),-3%,-1%,3%,-11,-0.8%,i,-38%,-2%,17%
CC(=O)Nc1cccc(-c2ccnc3c2CC(C)(C(=O)NCc2ccccc2)O3)c1 (stereo unspecified),/,?,/,92,2.8%,?,-28%,/,-6%
CCOC(=O)CSc1nc2sc3c(c2c(=O)n1-c1ccc(C)cc1)CCN(C)C3,2%,-3%,?,39,3.5%,i,-30%,6%,-2%
O=P(COCCOCCOCCOCP(=O)(c1ccccc1)c1ccccc1)(c1ccccc1)c1ccccc1,1%,14%,-16%,-12,0.5%,i,10%,1%,/
Cc1cccc2c1N(CCCOc1ccc(C(C)(C)C)cc1)C(=O)C2=O,6%,?,-12%,-1,0.5%,?,-94%,?,?
C=CCNC(=O)COC(=O)c1oc2ccccc2c1CSC1CCCCC1,-2%,0%,-1%,16,-0.2%,i,-41%,?,-28%
Cc1oc2ncn(CC(C)C)c(=O)c2c1C(=O)N1CCN(c2cccc(C(F)(F)F)c2)CC1,0%,-3%,-7%,/,4.6%,i,-11%,/,-2%
COc1cccc(Cn2cc(-c3cccc(C(F)(F)F)c3)nn2)c1,2%,?,-28%,5,-0.2%,i,-18%&-26%,9%,5%
C/C=C/c1cc(OC)c2c(c1)[C@H](C)[C@@H](c1ccc(O)c(OC)c1)O2,7%,?,4%,-14,5.6%,i,-33%,?,-6%
Cc1cc(NC(=O)CCC(=O)N(CC(=O)NCC2CCCO2)c2ccccc2)no1 (stereo unspecified),-7%,10%,-1%,-2,0.0%,i,-35%,1%,-20%
COC(=O)c1ccc(NC(=O)N2CCC(O)(c3cccnc3)CC2)cc1,-5%,-6%,7%,15,-0.4%,i,-1%,-1%,7%
COC(=O)CCc1c(C)c(C(=O)c2ccc(F)cc2)c2ccccn12,4%,?,10%,-11,2.6%,i,0%,1%,-21%
COc1cc(OC)c2c(c1)S(=O)(=O)C(c1ccccc1)=C2N,18%,-9%,-12%,?,-0.1%,i,-24%,?,-1%
O=S(=O)(c1ccc(Br)cc1)c1nnn2c1nc(N1CCOCC1)c1sccc12,13%,-22%,?,/,-0.2%,/,1%,/,/
Cc1ccc(NCc2nnc(SCC(=O)c3ccccc3)n2Cc2ccco2)c(C)c1,0%,18%,-14%,-11,3.6%,i,-28%,27%,-8%
COc1ccc(S(=O)(=O)NC(N)=NCCc2ccc(OC)c(OC)c2)cc1C,2%,-11%,-1%,10,2.4%,i,4%,-1%,-19%[11.3 µM]
O=C(/C=C/c1cn(CC(O)CN2CCCCCC2)c2ccccc12)c1ccc(Br)cc1 (stereo unspecified),3%,?,3%,/,-3.5%,/,-96%,/,?
CN(C)c1ccc(CNc2nc3cc(-c4ccc(F)cc4)sc3c(=O)n2C)cc1,/,-4%,/,10,5.4%,i,-21%,/,25%
CCN1C(=O)[C@@H]2[C@@H](c3ccc(-c4ccc(F)cc4)c(OC)c3)N3CCC[C@@]3(C(=O)OC)[C@@H]2C1=O,0%,-27%,-13%,-7,0.9%,i,-32%,-40%[inhibitor],-18%
CCOc1ccc2c(c1)OC1(CCC(C)C1)CC2=O (stereo unspecified),5%,11%,8%,6,0.2%,i,10%,0%,2%
CN(Cc1ccco1)S(=O)(=O)c1ccc2c(c1)CCN2C(=O)CCC(=O)O,-1%,-25%,2%,0,-0.3%,i,10%,-74%[inhibitor],11%
CCOc1c2ccc(C(=O)NC3CCCc4ccccc43)cc2nn1C (stereo unspecified),0%,9%,4%,9,0.2%,i,4%,-23%,96%[activator]
Cc1cc(C)c(NC(=O)C2CCCN2C(=O)NC2CCCCC2)c(C)c1 (stereo unspecified),-4%,3%,6%,10,-0.1%,i,5%,0%,-21%
Cc1nc2ccc(NS(=O)(=O)c3c(C)c(C)cc(C)c3C)cc2s1,-11%,-13%,15µM*,9,-0.5%,i,-7%,?,-28%
Cc1cc(C)cc(N2C(=O)N(Cc3cc(=O)n4ccccc4n3)c3ccccc3S2(=O)=O)c1,?,-5%,/,/,-1.7%,?,-14%,/,-29%
O=C(Cn1cc2c(n1)CCCCC2)N1CCc2ccccc2C1,0%,16%,6%,17,-0.2%,i,1%,2%,9%
CCOC(=O)CN1CC23C=CC(O2)C(C(=O)N2CCN(c4ccc(F)cc4)CC2)C3C1=O (stereo unspecified),19%,-9%,8%,1,-1.0%,i,-10%,4%,14%
CCOc1ccc(-n2nc(CO)c(C(=O)NCc3cccs3)n2)cc1,0%,0%,3%,/,5.5%,/,-22%,/,/
Cc1ccc(C(=O)C2CCN(S(=O)(=O)c3ccccc3C(=O)O)CC2)cc1,7%,7%,-9%,-16,-0.4%,i,-18%,3%,1%
COc1ccccc1NCc1cccn1-c1nnc(N2CCOCC2)s1,3%,-3%,?,/,-0.4%,i,-11%,/,15%
CCC1OC(=O)C(C)C(OC2C[C@@](C)(OC)C(O)C(C)O2)C(C)C(O[C@@H]2OC(C)CC(N(C)C)C2O)[C@](C)(O)CC(C)C(=NOCOCCOC)C(C)C(O)[C@]1(C)O (stereo partly specified),-10%,-2%,-10%,11,0.0%,i,-5%,0%,4%
O=C(NC1CCCCCC1)c1ccc(CS(=O)c2cccc(Cl)c2)o1 (stereo unspecified),9%,-23%,-3%,/,3.0%,/,-3%,/,/
CCCCN(C(=O)CSc1nn(-c2ccc(F)cc2)c(=S)s1)c1c(N)n(CCCC)c(=O)[nH]c1=O,?,-11%,?,-72*,3.1%,i,0%,0%,-11%
COc1ccc(CNC(=O)c2csc(Cc3ccccc3)n2)cc1,-2%,-17%,/,-11,2.7%,i,11%,1%,69%[activator]
Cc1ccc(C2c3[nH]c4ccccc4c3CCN2C(=O)c2ccccc2Br)cc1 (stereo unspecified),-5%,-29%,/,/,0.1%,/,-17%,/,/
CCOC(=O)C1CCN(CC(C)(C)NS(=O)(=O)c2ccc(Cl)cc2)CC1,-19%,4%,8%,5,-0.8%,i,8%,15µM*,-14%

# The closing three compounds of the part before lead into the next.
SMILES,A549 viability,TGFb SMAD3 inh,Nrf2 block,IL1B secr inh,Nrf2 ARE act,S2 tox,HepG2 tox,MCF10A rereplic,ATXN2 expr inh
COc1ccc(CNC(=O)c2csc(Cc3ccccc3)n2)cc1,-2%,-17%,/,-11,2.7%,i,11%,1%,69%[activator]
Cc1ccc(C2c3[nH]c4ccccc4c3CCN2C(=O)c2ccccc2Br)cc1 (stereo unspecified),-5%,-29%,/,/,0.1%,/,-17%,/,/
CCOC(=O)C1CCN(CC(C)(C)NS(=O)(=O)c2ccc(Cl)cc2)CC1,-19%,4%,8%,5,-0.8%,i,8%,15µM*,-14%
O=c1c2ccccc2nc2n1CCO2,7%,11%,1%,-7,-1.0%,i,8%,-4%,-4%
COC(=O)COc1nc(C)c(Br)c(OC)n1,-10%,-37%,-3%,18,2.7%,i,9%,-11%,-11%
CCOc1ccc(-n2cnc3sc(C)c(C)c3c2=O)cc1,0%,13%,-29%,2,-0.8%,i,-1%,3%,9%
Cc1ccccc1C(=O)NNC(=O)c1cccc([N+](=O)[O-])c1,0%,53%[activator],-8%,-17,7.4%,i,13%,-3%[9.22 µM],1%
O=C(C1CCN(C2CCN(Cc3ccc4c(c3)CCO4)CC2)CC1)N1CCOCC1,1%,2%,11%,-9,0.4%,i,-6%,2%,-15%
O=C(OC(C(=O)NCC1CCCO1)c1ccccc1F)c1ccco1 (stereo unspecified),-1%,-8%,-1%,1,-0.2%,i,-3%,1%,-18%
COc1ccc(CCN2CC(C(=O)NCCN3CCCC3=O)CCC2=O)cc1 (stereo unspecified),2%,21%,0%,9,-0.2%,i,6%,-2%,3%
COc1cccc(C(C)(O)c2nc(-c3ccc(N(C)C)cc3)cs2)c1 (stereo unspecified),/,?,/,-19,3.1%,i,-13%,/,2%
COc1ccc(/C=N/NC(=O)C(=O)N2CCCCCC2)cc1O,4%,2%,-11%,-11,-0.8%,i,-4%,-2%,-12%
CN(C(=O)C1CCC(=O)N(Cc2cccc(F)c2)C1)C1CCCCC1 (stereo unspecified),-10%,0%,?,17,-0.8%,i,-1%,5%,65%[activator]
CCOC(=O)[C@]12CCC=C1N(Cc1ccc3c(c1)OCO3)C(=O)[C@H](CC(=O)N1CCOCC1)C2,/,/,/,15,0.3%,?,/,/,4%
O=C(O)CCN(CCC(=O)O)S(=O)(=O)c1ccccc1,0%,1%,-21%,-15,0.1%,i,1%,0%,0%
NC(=O)C(CC(=O)O)NC(=O)[C@@H]1CCCNc2c(I)cc([N+](=O)[O-])cc2C(=O)N[C@@H](CO)C(=O)N[C@@H](Cc2ccc(O)cc2)C(=O)N1 (stereo partly specified),-17%,6%,4%,10,-1.2%,i,-3%,2%,7%
O=C(NC1CC(=O)N(c2ccc(Cl)cc2)C1)C1CC1 (stereo unspecified),-1%,8%,-17%,-14,0.1%,i,4%,-3%,-12%
CCCc1cc(=O)[nH]c(SCC(=O)N2CCC(C)CC2)n1,1%,8%,8%,18,-1.3%,i,-1%,1%,/
CN(C)c1nc(N(C)C)nc(N(C#N)Cc2ccc(Cl)cc2)n1,10%,4%,5%,21,-1.4%,i,7%,2%,0%
COc1ccc2oc(C(=O)OCC(=O)N(C)CC(=O)Nc3ccc(C)cc3)c(C)c2c1,2%,3%,-14%,-1,0.0%,i,1%,12%,1%
COc1cccc(OC)c1C(=O)Nc1ccc2c(c1)Cc1ccccc1-2,0%,5%,?,-2,4.6%,i,7%,-12%,28%[11.3 µM]
